High-throughput results from PubChem BioAssay.
GPR55 LPI antagonism: GPR55 antagonists blocking LPI-driven arrestin recruitment, primary screen, imaging, U2OS, beta-arrestin-GFP, LPI agonist (AID 2013); U2OS GPR55 beta-arrestin-GFP translocation imaging, LPI antagonism; higher % means a stronger effect; hit rate 0.13% among 290,000; inhibition, % at 10 µM; hits with a dose series show IC50 in µM; G-protein coupled receptor 55 (Homo sapiens);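 active means spots per cell inhibited over 60%, with over 100 cells counted and total cytoplasm intensity under 500,000; inconclusive means wells with under 100 cells, flagged as likely toxic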;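 further: U2OS cells stably carrying GPR55 and arrestin-GFP stimulated by 5 µM LPI near EC80; imaged beta-arrestin-GFP aggregate spots per cell after agonist stimulation; plate controls were LPI-stimulated DMSO wells for no effect and DMSO wells without LPI for full effect; some results filed as inactive read as strong as hits; confirmed hits need IC50 under 10 µM and bright autofluorescent wells are also inconclusive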
KOR beta-arrestin-1: KOR agonists, beta-arrestin recruitment, primary screen, cell-based, luminescence, uHTS (AID 1777); KOR beta-arrestin recruitment, luminescence; higher % means a stronger effect; hit rate 0.02% among 280,000; activation, % at 10 µM; hits with a dose series show EC50 in µM; in the data active means activation above about 50%, passing the limit was not always enough; further: a part of the inactive calls stands beside numbers as strong as those of hits
NS5 inhibitors: Dengue-2 NS5 methyltransferase inhibitors, primary screen, biochemical, confirmation dose response (AID 588689); one-dose inhibition, % at 25 µM; IC50 in µM for titrated hits; Genome polyprotein (Dengue virus type 2 (strain 16681-PDK53)); Dengue-2 NS5 methyltransferase capping enzyme assay, biochemical; higher % means a stronger effect; hit rate 0.3% among 340,000; in the data active means a potency from the dose series; inconclusive means inhibition above about 29% without an active follow-up result
NOD1 inhibition: NOD1 signaling inhibitors, primary screen, cell-based, luminescence, uHTS (AID 1578). NOD1-driven NF-kB luciferase reporter cells, luminescence; higher % means a stronger effect. inhibition, % at 4 µM; hits with a dose series show EC50 in µM. hit rate 1% among 290,000; in the data active means inhibition mostly above about 36%, no sharp cut-off; inactive means mostly below about 34%;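 further: HEK-293T reporter cells stimulated with the NOD1 agonist gamma-tri-DAP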
KOR beta-arrestin-2: KOR antagonists, beta-arrestin recruitment, cell-based, luminescence, uHTS (AID 1778); KOR beta-arrestin recruitment, luminescence, antagonist mode; higher % means a stronger effect; inhibition, % at 10 µM, or IC50 in µM where a hit was titrated; hit rate 0.091% among 290,000; in the data active means inhibition above about 50%; further: strong numbers were not always called active
HIV peptide binding: inhibitors of HIV fusion peptide binding, primary screen, biochemical, uHTS, fluorescence dequenching (AID 1986). cell-free peptide binding, fluorescence dequenching, 30 min; higher % means a stronger effect. inhibition, % at 20 µM, or IC50 in µM where a hit was titrated. hit rate 0.3% among 290,000; in the data active means inhibition mostly above about 52%, no sharp cut-off; inactive means mostly below about 76%; further: some results filed as inactive read as strong as hits
GPR35 antagonists: GPR35 antagonists blocking zaprinast-driven arrestin recruitment, primary screen, imaging, U2OS, beta-arrestin-GFP, zaprinast agonist (AID 2058); U2OS GPR35 beta-arrestin-GFP translocation imaging, zaprinast antagonism; higher % means a stronger effect; G-protein coupled receptor 35 (Homo sapiens); hit rate 0.052% among 290,000; inhibition, % at 10 µM, or IC50 in µM where a hit was titrated;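 active means inhibition of at least 50% with at least 30 cells and total cytoplasm GFP at most 10,000,000; inconclusive means under 30 cells or total GFP of 10,000,000 plus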
GPR55 beta-arrestin: GPR55 agonists via beta-arrestin recruitment, primary screen, imaging, U2OS cells, beta-arrestin-GFP redistribution (AID 1961); U2OS GPR55 beta-arrestin-GFP redistribution imaging; higher % means a stronger effect; activation, % at 10 µM; hits with a dose series show EC50 in µM; hit rate 0.048% among 290,000;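 active means activation above 40% with more than 50 cells counted in the well; inconclusive means wells holding fewer than 50 cells, flagged as toxic or sparse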;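 further: U2OS osteosarcoma cells stably expressing GPR55 and beta-arrestin-GFP; plate controls were DMSO negative control for no effect and LPI positive control for full effect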
West Nile antiviral: West Nile virus antiviral activity, cell-based, CPE readout (AID 1621). hit rate 0.02% among 290,000. CPE inhibition, % at 10 µM, or IC50 in µM where a hit was titrated. West Nile virus-infected cells, CPE inhibition; higher % means a stronger effect; in the data active means a potency from the dose series; inconclusive means CPE inhibition mostly from about 3.7% at the one dose, without a potency; inactive means the rest, 99 in 100 with CPE inhibition below about 2.2%; further: strong numbers were not always called active
NS5 inhibitors pilot replicate: also measured in NS5 inhibitors; calls as there; inhibition, %; measured here: pilot screen replicate inhibition
* hit, by the source's call; ? = inconclusive; nt = no result given; [ ] = dose if it differs, or a comment.

SMILES	GPR55 LPI antagonism	KOR beta-arrestin-1	NS5 inhibitors	NOD1 inhibition	KOR beta-arrestin-2	HIV peptide binding	GPR35 antagonists	GPR55 beta-arrestin	West Nile antiviral	others
Cc1ccc(C)c(S(=O)(=O)C(C#N)c2nc3ccccc3nc2N2CCOCC2)c1 (stereo unspecified)	3%	4.5%	4%	-25%	-49%	34%	5%	-0.1%	0.2%
O=C(NCc1ccco1)c1csc2c1CCCC2	-2%	-2.2%	nt	-21%	-6%[20 µM]	-0.7%	10%	-0.1%	-0.5%
COc1ccc(NC(NC(=O)c2ccc(OC)cc2)C(Cl)(Cl)Cl)cc1 (stereo unspecified)	7%	-2.2%	-14%	34%	17%	-1.1%	19%	-0.1%	nt
COc1ccc(NC(=O)c2ccc(Cl)nc2)cc1S(=O)(=O)N1CCCCC1	9%	-1.9%	-5%	-7%	2%[20 µM]	-0.4%	-14%	-0.1%	-1.2%
CCCC1(c2ccccc2)NC(=O)N(CC(=O)Nc2cc(S(=O)(=O)N3CCOCC3)ccc2Cl)C1=O (stereo unspecified)	12%	-0.1%	-8%	-25%	-3%	0.7%	-14%	-0.2%	-0.2%
CC(=O)NCCCNc1ccc([N+](=O)[O-])cc1	11%	2.1%	1%	-38%	nt	-0.6%	-1%	-0.4%	0.6%
CCOC(=O)N1CCC(NC(=O)CN(c2ccc(C(C)C)cc2)S(=O)(=O)c2c(C)nn(C)c2C)CC1	-4%	-3.3%	-3%	-12%	13%	-1.3%	0%	-0.1%	1.1%
CNC(=O)N(O)C1N(/N=C/c2ccccc2O)C(=S)SC1(C)C (stereo unspecified)	-17%	0.9%	2%	0%	2%	0.1%	-3%	0.0%	0.1%
Cc1ccc(C)c(S(=O)(=O)N2CCNCC2)c1	13%	0.0%	-5%	26%	6%	-3.1%	4%	-0.3%	0.0%
Cn1nc(-c2ccc(OCC(=O)NCC3CCCO3)cc2)c2ccccc2c1=O (stereo unspecified)	-10%	-1.1%	-8%	8%	-6%	3.9%	-1%	-0.1%	-0.4%
Cc1ccc(C)n1NC(=O)c1cccc(Cl)c1	-1%	-1.0%	-6%	-5%	27%	0.0%	-11%	-0.1%	0.2%
Cc1nnc(C)n1/N=C/c1ccc(-c2ccccc2)cc1	-19%	3.8%	nt	nt	-18%	0.9%	2%	-0.3%	1.0%
COC1c2ccccc2C(=O)N1Cc1ccc(F)cc1 (stereo unspecified)	-10%	1.3%	-4%	-21%	-13%[20 µM]	0.2%	26%	-0.3%	-0.2%
CCC(=O)c1ccc(N2CCN(C(=O)c3cccs3)CC2)c(F)c1	-6%	4.7%	-3%	-46%	-42%[20 µM]	0.5%	0%	-0.4%	-1.4%
Cc1ccccc1N1C(=O)N(c2cccc(C(F)(F)F)c2)C2CS(=O)(=O)CC21 (stereo unspecified)	-7%	-6.0%	-2%	-8%	9%	-2.8%	3%	-0.3%	-0.3%
O=C(NCc1ccc2c(c1)OCO2)c1cccc(S(=O)(=O)N2CCCC2)c1	3%	0.2%	-4%	-26%	0%	-1.1%	8%	-0.1%	-0.1%
COc1ccc(C(=O)CSc2nnc(CN3CCCCC3)n2-c2ccc(Cl)cc2)cc1OC	16%	7.2%	-4%	-6%	-33%	1.3%	-17%	0.3%	-1.2%
C#CCOc1nc2c(c(=O)n(C)c(=O)n2C)n1Cc1ccccc1	-6%	7.2%	-5%	-9%	-29%	0.7%	-20%	0.3%	-0.5%
CC(NCc1ccc(F)cc1)C(=O)NC1CCCCC1 (stereo unspecified)	6%	nt	4%	-23%	-16%[20 µM]	1.2%	9%	0.2%	-0.6%
CC(=O)Nc1cccc(Nc2nc(-c3ccccc3F)nc3ccccc23)c1	3%	-0.1%	-6%	12%	-12%	2.2%	1%	-0.4%	2.0%
COc1ccc(N2CCC(CNC(=O)Nc3ccc(C)c(C)c3)C2)cc1 (stereo unspecified)	8%	-0.9%	1%	-26%	27%	-1.2%	6%	-0.2%	nt
CC(C)(C)C(=O)Cn1ncc(N2CCCC2)c(Br)c1=O	7%	2.1%	-10%	14%	-5%	4.1%	2%	-0.1%	-0.1%
O=C(NCc1ccccn1)[C@H]1C[C@@H]1[C@H](NP(=O)(c1ccccc1)c1ccccc1)c1ccccc1	3%	-0.6%	4%	-14%	-40%	-0.4%	-1%	-0.3%	-0.1%
COc1cc(C(=O)OCCNC(=O)c2ccncc2)cc(OC)c1OC	-1%	4.1%	-4%	-15%	-6%	-0.5%	-14%	-0.5%	-0.2%
COC(=O)CNC(=O)c1cc(-c2ccncc2)nc2ccc(C)cc12	3%	0.2%	5%	-25%	-1%	-1.1%	-10%	0.0%	-0.3%
O=C(NCCN1CCOCC1)c1ccc(CS(=O)(=O)c2ccc(Cl)cc2)o1	-14%	-4.2%	-3%	-1%	13%	-0.7%	24%	0.4%	0.3%
O=C(OCC(=O)N1CCCc2ccccc21)c1cc(Cl)ccc1O	-7%	2.4%	-8%	15%	-16%	-1.9%	6%	-0.2%	0.1%
CCC/C=C(\CCC)C(NS(=O)(=O)c1ccc(C(F)(F)F)cc1)c1ccccc1 (stereo unspecified)	16%	0.3%	nt	-9%	11%	3.1%	3%	-0.1%	?
CC(=O)Nc1ccc(NC(=O)CSc2nc3ccccc3nc2N2CCC(C)CC2)cc1	4%	36%	-6%	-5%	12%	-0.2%	-6%	-0.2%	0.1%
Cc1onc(-c2ccccc2Cl)c1C(=O)Nc1nnc(-c2ccc(F)cc2)s1	-2%	0.8%	-1%	10%	-39%	21%	3%	-0.1%	0.1%
COc1ccc(CNC(=O)CSc2ncn[nH]2)cc1	-3%	5.4%	-5%	7%	0%	0.7%	-1%	0.0%	0.0%
CC1CCc2nn(CC(=O)NCCN3CCOCC3)cc2C1 (stereo unspecified)	4%	-4.4%	-6%	1%	32%	-1.6%	-13%	0.2%	-0.3%
CCOC(=O)c1cnc2c(C(=O)OC)cccc2c1NCCN1CCOCC1	6%	0.7%	-3%	-20%	17%	4.4%	0%	0.2%	0.5%
COc1ccc(C(CNC(=O)c2cc3ccccc3o2)N2CCCCC2)cc1 (stereo unspecified)	5%	-2.0%	-10%	-18%	10%	-0.6%	0%	-0.2%	-1.9%
C=C(C)Cn1c(=S)[nH]c2ccccc2c1=O	5%	-5.6%	-8%	-12%	21%	1.0%	13%	0.4%	1.0%
O=C(COC(=O)Cn1cnc2ccccc2c1=O)Nc1ccc2c(c1)OCO2	9%	-3.9%	1%	-44%	6%	-1.7%	1%	0.1%	0.3%
COc1cccc(NC(=O)CN(C)C(=O)COc2ccc3ccccc3c2)c1	3%	-0.1%	-1%	-24%	1%	-2.1%	2%	-0.2%	-0.6%
CN1C(=O)/C(=C/c2cc(C(C)(C)C)c(O)c(C(C)(C)C)c2)NC1=S	10%	-1.2%	-13%	0%	0%	-0.1%	-19%	0.5%	-1.0%
COc1ccccc1NC(=O)c1ccc(CS(=O)(=O)c2ccc(C)cc2)cc1	0%	2.9%	-5%	12%	-3%	-1.6%	8%	0.6%	0.4%
CN1C(N)=NC(=O)/C1=C/c1ccccc1F	13%	-2.4%	-2%	-21%	9%	0.1%	11%	0.0%	0.9%
C/C(=C1\SC(N2CCOCC2)=NC1=O)c1ccccc1	1%	3.6%	-10%	-5%	10%	0.1%	14%	0.3%	0.7%
CCC(=O)Nc1c2c(nn1-c1ccc(OC)cc1)CS(=O)C2 (stereo unspecified)	19%	0.3%	-6%	2%	10%	0.1%	-14%	-0.2%	-0.1%
CN(C)c1ccc(/C=C(\NC(=O)c2ccccc2)C(=O)NCc2ccncc2)cc1	6%	-0.3%	-12%	-27%	-29%	0.8%	-15%	0.0%	-0.3%
O=C(O)c1ccccc1S(=O)(=O)c1ccccc1CO	5%	4.9%	0%	8%	5%	0.0%	1%	-0.2%	0.3%
Cc1ccccc1S(=O)Cc1ccc(C(=O)NCCCN2CCCCC2)o1 (stereo unspecified)	9%	-3.1%	-3%	-11%	-7%	-0.8%	-4%	-0.1%	0.2%
NC(=O)C1CCN(C(c2ccccc2Cl)c2nnnn2CC2CCCO2)CC1 (stereo unspecified)	7%	8.7%	-8%	1%	22%	1.1%	-7%	0.3%	0.3%
COc1ccc(C(=O)c2c(N)sc3c2CCN(C(=O)OC(C)(C)C)C3)cc1	5%	-1.2%	nt	6%	4%	16%	-10%	0.7%	-0.2%
O=C(NCc1cccs1)c1cc2c(s1)-c1ccccc1OC2	9%	0.4%	1%	-13%	-17%	2.4%	7%	0.4%	0.1%
Cc1nnc(SCC(=O)NC2CC2)n1CC1CCCO1 (stereo unspecified)	6%	-2.2%	-6%	-21%	-19%	1.4%	12%	-0.2%	1.3%
CCC(C(=O)Nc1cccnc1Cl)c1ccccc1 (stereo unspecified)	-5%	0.7%	0%	-23%	-9%[20 µM]	0.9%	-6%	-0.3%	0.3%	NS5 inhibitors pilot replicate=-3.9
CCOC(=O)c1c(C)nn(-c2ccc(NC(=O)CSCC(=O)O)cc2)c1C	-13%	4.1%	-1%	-11%	33%	-2.0%	16%	0.2%	-0.1%
COc1ccc(CC(=O)NC2CC2)cc1OC	3%	-5.8%	-3%	-5%	22%	-1.5%	-18%	0.0%	-0.2%
NC(=O)N/N=C\c1cc(Br)ccc1O	1%	-0.8%	-1%	1%	7%	-0.4%	5%	0.2%	-0.2%

5 compounds drawn at random from the list so far, as already listed:
SMILES	GPR55 LPI antagonism	KOR beta-arrestin-1	NS5 inhibitors	NOD1 inhibition	KOR beta-arrestin-2	HIV peptide binding	GPR35 antagonists	GPR55 beta-arrestin	West Nile antiviral	others
CCOC(=O)c1c(C)nn(-c2ccc(NC(=O)CSCC(=O)O)cc2)c1C	-13%	4.1%	-1%	-11%	33%	-2.0%	16%	0.2%	-0.1%
COc1ccc(N2CCC(CNC(=O)Nc3ccc(C)c(C)c3)C2)cc1 (stereo unspecified)	8%	-0.9%	1%	-26%	27%	-1.2%	6%	-0.2%	nt
CN1C(=O)/C(=C/c2cc(C(C)(C)C)c(O)c(C(C)(C)C)c2)NC1=S	10%	-1.2%	-13%	0%	0%	-0.1%	-19%	0.5%	-1.0%
CC1CCc2nn(CC(=O)NCCN3CCOCC3)cc2C1 (stereo unspecified)	4%	-4.4%	-6%	1%	32%	-1.6%	-13%	0.2%	-0.3%
CC(=O)Nc1ccc(NC(=O)CSc2nc3ccccc3nc2N2CCC(C)CC2)cc1	4%	36%	-6%	-5%	12%	-0.2%	-6%	-0.2%	0.1%

This is a subset, so the mix of outcomes need not match the whole.
